# CRFR2-BP antag: antagonists of CRF-binding protein/CRF-R2 receptor complex. hit rate 0.59% among 350,000. HEK293 CRF-R2/CRF-BP, CRF-induced calcium fluorescence. inhibition, % at 11.8 µM;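 active = inhibition of the ligand-induced calcium signal above about 50% at the single tested concentration, limit read from the data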
# CRFBP-R2 agonist: CRF-BP/CRF-R2 complex agonism | HEK293 CRF-R2/CRF-BP, calcium dye fluorescence (FLIPR); percent of saturating CRF peptide response | activation, % at 13.2 µM | hit rate 0.46% among 350,000;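 active = activation of at least 50%, plus an integration ratio under a set limit after plate pattern correction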;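 note: plate controls were neutral control wells without compound for no effect and CRF at EC100 for full effect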
# MEKK3 PB1 HTS: MEKK3-MEK5 PB1 interaction, increase or decrease; bead-based flow cytometry, Alexa488-MEK5 binding to MEKK3; actives lie on both sides; 0 = blocked by unlabeled MEK5, 100 = vehicle; binding response (% of control), % at 10 µM; hit rate 1.4% among 290,000;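 active = binding response more than 3 SD above or below the average of its plate-row segment, actives on both sides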;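 note: Alexa488 bead fluorescence after subtracting the streptavidin-only scavenger bead signal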
# Target sequence (Q99759 whole entry, looked up): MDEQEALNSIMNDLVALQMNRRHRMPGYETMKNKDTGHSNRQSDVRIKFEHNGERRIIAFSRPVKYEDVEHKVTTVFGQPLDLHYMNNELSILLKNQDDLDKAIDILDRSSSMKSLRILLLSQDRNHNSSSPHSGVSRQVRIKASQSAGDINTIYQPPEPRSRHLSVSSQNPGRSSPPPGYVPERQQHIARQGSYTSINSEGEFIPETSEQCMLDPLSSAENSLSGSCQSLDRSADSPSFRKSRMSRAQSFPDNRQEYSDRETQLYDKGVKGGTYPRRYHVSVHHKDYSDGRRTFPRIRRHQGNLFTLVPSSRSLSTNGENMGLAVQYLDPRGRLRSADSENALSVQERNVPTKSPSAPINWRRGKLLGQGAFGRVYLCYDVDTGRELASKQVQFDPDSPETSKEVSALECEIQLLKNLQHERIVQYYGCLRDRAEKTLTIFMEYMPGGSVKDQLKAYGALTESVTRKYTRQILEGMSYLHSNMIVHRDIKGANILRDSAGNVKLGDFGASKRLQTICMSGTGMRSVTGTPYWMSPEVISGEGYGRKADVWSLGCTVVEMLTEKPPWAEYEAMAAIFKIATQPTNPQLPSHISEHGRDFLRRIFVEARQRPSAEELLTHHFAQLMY
# pCIP destab: p/CIP protein destabilization; F442A p/CIP-EGFP cells, EGFP fluorescence, 16 h; Q05BA5; hit rate 0.01% among 290,000; AID 1984; decrease of EGFP signal, % at 10 µM;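 active = EGFP signal decrease of at least 30% at 10 µM or well 3 SD below plate mean, unless failing retest; inactive = the rest, including hits failing retest or dose response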; note: some compounds called inactive have numbers as strong as hits; many of its hits are not listed in these tables
# IDE cell inh: inhibits human insulin-degrading enzyme in HEK cells; FAbetaB cleavage, fluorescence polarization; AID 434962; hit rate 0.41% among 320,000; inhibition, % at 5.59 µM; P14735;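 active = percent inhibition above the average of all tested compounds plus 3 SD, set per screening campaign, cut at about 16% in these data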;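 note: IDE supplied by intact live HEK cells; FP after avidin binding of uncleaved biotin substrate so inhibition keeps polarization high; 0% = DMSO wells and 100% = 60 µM reference IDE inhibitor Ii1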
# GalR3 antag: blocks the human galanin receptor 3 | inhibition, % at 3 µM | hit rate 0.44% among 360,000 | HEK293 GalR3-CNG cAMP membrane potential fluorescence; galR3 body fused to GalR1 C-terminus | O60755 | AID 651719;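 active = inhibition above the screen-wide average plus 3 SD, cut at about 13% in these data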;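 note: forskolin and galanin both at EC90 stimulate the cells; cAMP rise reported by CNG channel membrane potential dye signal; 0% = forskolin plus galanin with DMSO and 100% = forskolin alone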
# PHOSPHO1 inh: blocks human PHOSPHO1 phosphatase activity; hit rate 1.1% among 290,000; AID 1565; recombinant PHOSPHO1, absorbance phosphatase assay; inhibition, % at 13.3 µM; in the data active = inhibition above about 60%
# Target sequence (Q8TCT1 whole entry, looked up): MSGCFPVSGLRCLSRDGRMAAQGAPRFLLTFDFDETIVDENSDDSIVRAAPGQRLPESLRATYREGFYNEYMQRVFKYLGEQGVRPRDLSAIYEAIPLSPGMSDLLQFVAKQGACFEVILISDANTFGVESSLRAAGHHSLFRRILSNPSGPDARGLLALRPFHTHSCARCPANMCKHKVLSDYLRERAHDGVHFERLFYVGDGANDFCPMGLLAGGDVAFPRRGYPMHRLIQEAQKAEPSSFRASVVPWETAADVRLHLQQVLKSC
# IDE cell activ: boosts human insulin-degrading enzyme activity in HEK cells; P14735; FAbeta-B cleavage, fluorescence polarization; 0% vehicle, 100% cell-free pure enzyme wells; activation, % at 5.96 µM; hit rate 0.073% among 340,000; AID 493087;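 active = activation above the mean of all tested compounds plus 3 SD, set per screening campaign, cut at about 17% in these data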
# M4 PAM: potentiates acetylcholine response at human M4 receptor; hit rate 0.4% among 360,000; activation, % at 3 µM; AID 624126; CHO-K1 hM4/Gqi5, Fluo-8 calcium fluorescence, ACh EC20; 0% = ACh EC20, 100% = maximal ACh; P08173;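 active = activation above its plate's cutoff, the mean activation of sample wells plus 3 SD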; note: some results filed as inactive read as strong as hits
# * hit, by the source's call; / = no result given.
SMILES,CRFR2-BP antag,CRFBP-R2 agonist,MEKK3 PB1 HTS,pCIP destab,IDE cell inh,GalR3 antag,PHOSPHO1 inh,IDE cell activ,M4 PAM
Cc1cc(S(=O)(=O)N2CCN=C2c2ccccc2)c(Cl)cc1Cl,-34,7.6,100,1,2,-5,16,2,-4
COc1ccccc1NC(=O)C1CCOC1=O (stereo unspecified),3,-2.7,/,/,4,-4,/,/,2
O=C(CSc1nnc(-c2ccccc2F)n1C1CCCCC1)Nc1cc(C(=O)O)ccc1Cl,3,0.6,/,/,11,-7,/,-2,5
CC(=O)OCC(=O)C1(O)CCC2C3CC(F)C4=CC(=O)CCC4(C)C3C(O)CC21C (stereo unspecified),-2,-1.5,/,/,/,-5,/,3,8
Nc1nc(CN2CCN(Cc3ccccc3)CC2)nc(Nc2ccccc2)n1,4,-2.1,99,0,4,-6,8,-1,7
COc1c(O)cccc1-c1nnn(CCC(=O)OCC(=O)c2ccccc2)n1,-14,-1.6,99,10,6,-1,-8,-2,-5
NS(=O)(=O)c1ccc(CNC(=O)c2cnccn2)cc1,6,-3.6,86,-10,1,3,44,5,13
COc1ccc(C(=O)c2ccccc2Cl)cc1,25,-1.8,98,-3,1,-2,-9,0,2
COc1ccc(-n2c(=S)[nH]c3cc(C(=O)Nc4ccccc4OC)ccc3c2=O)c(OC)c1,-4,-0.5,91,-9,2,-14,4,3,-7
CCN1C(=O)[C@H]2[C@@H](c3ccc(C)cc3)N3C(=O)N(c4cccc(Cl)c4)C(=O)[C@@]3(Cc3ccccc3)[C@H]2C1=O,21,0.7,/,/,3,-1,/,3,-1
O=S(=O)(/N=C(\c1ccccc1F)N1CCCCC1)c1ccccc1,0,-0.1,91,-9,5,2,-11,5,-3
O=C(CCn1nnnc1CN1CCOCC1)N1CCC(c2ccccc2Cl)C1 (stereo unspecified),-15,0.1,103,1,-1,-3,38,-6,6
C/C(=N\NC(=S)NCCc1ccccc1)c1ccc(Cl)cc1Cl,21,0.0,97,-10,-1,-10,12,1,-2
N#Cc1c2ccc(O)cc2n2ccccc12,-71,73*,100,3,4,-6,20,-6,-7
COc1ccccc1/C=C/C(=O)N1CCc2cc(OC)c(OC)cc2C1C (stereo unspecified),30,-1.9,100,9,0,-9,29,-1,-11
O=C(NCCCN1CCOCC1)c1c(O)c2cc(Br)cc(Br)c2[nH]c1=O,-20,-0.8,/,3,9,/,2,0,2
CCOC(=O)CNC(=O)COc1ccc(Cl)cc1Br,-12,0.3,96,-13,-4,-2,7,2,7
NC(Cc1ccc(O)c([N+](=O)[O-])c1)C(=O)O (stereo unspecified),-2,-1.7,98,-24,0,0,9,6,17
CCn1c(CCC(=O)N(C)CC(=O)Nc2cccc(F)c2)nc2cc(S(=O)(=O)N(C)C)ccc21,-7,0.6,/,/,3,0,/,-1,-6
Cc1cc(C)n(-c2ccc(C(=O)NCc3ccc(F)cc3)cc2)n1,1,-0.5,109,15,6,1,20,1,5

# 4 compounds drawn at random from those above, as already listed:
SMILES,CRFR2-BP antag,CRFBP-R2 agonist,MEKK3 PB1 HTS,pCIP destab,IDE cell inh,GalR3 antag,PHOSPHO1 inh,IDE cell activ,M4 PAM
CCOC(=O)CNC(=O)COc1ccc(Cl)cc1Br,-12,0.3,96,-13,-4,-2,7,2,7
CCN1C(=O)[C@H]2[C@@H](c3ccc(C)cc3)N3C(=O)N(c4cccc(Cl)c4)C(=O)[C@@]3(Cc3ccccc3)[C@H]2C1=O,21,0.7,/,/,3,-1,/,3,-1
COc1ccccc1NC(=O)C1CCOC1=O (stereo unspecified),3,-2.7,/,/,4,-4,/,/,2
NC(Cc1ccc(O)c([N+](=O)[O-])c1)C(=O)O (stereo unspecified),-2,-1.7,98,-24,0,0,9,6,17

# Further compounds:
SMILES,CRFR2-BP antag,CRFBP-R2 agonist,MEKK3 PB1 HTS,pCIP destab,IDE cell inh,GalR3 antag,PHOSPHO1 inh,IDE cell activ,M4 PAM
CCOC(=O)N1CCN(C(=O)CSCc2nc(-c3ccccc3F)oc2C)CC1,22,-0.8,99,-9,14,-4,36,2,-2
CCOc1ccc2oc(C(=O)N3CCN(c4ccccn4)CC3)c(C)c2c1,16,1.2,100,-3,/,-2,22,1,-1
O=C(C1CCN(S(=O)(=O)Cc2ccccc2)CC1)N1CCCc2ccccc21,-14,3.4,102,-7,0,-5,-8,1,0
COc1ccccc1CNC(=O)c1oc2ccc(S(=O)(=O)N3CCOCC3)cc2c1C,-17,1.1,97,7,3,-10,-15,-2,2
Cc1ccc(S(=O)(=O)Nc2ncc(C(F)(F)F)cc2Cl)cc1,5,-0.4,110,-6,1,-6,46,4,0
O=C(CCNC(=O)c1ccco1)NCc1ccc(F)cc1,9,0.2,/,/,4,-5,/,3,-6
CCCCN(CCCC)c1nc(OC)nc(-n2nnc(C(C)=O)c2C)n1,-1,3.4,100,-5,-2,-1,32,3,-6
O=C(CSc1nc2ccccc2c(=O)n1-c1ccc(F)cc1)Nc1ccc2c(c1)CCC2,-12,2.3,99,-12,0,-8,-5,1,4
O=C(Nc1nccs1)c1ncc(Cl)c(Cl)c1Cl,-2,0.9,101,0,2,-8,32,4,-9
O=C(COc1ccccc1)Nc1nccs1,-6,-0.1,97,-1,5,-3,8,1,3
Cc1ccc(S(=O)(=O)/N=C(\N)Nc2nc(C)c3cc(C)ccc3n2)cc1,17,0.0,99,-7,-4,-8,15,0,-2
Cc1cc(N=Cc2c(O)ccc3ccccc23)no1,-1,-0.3,102,1,1,-4,2,8,0
O=C(Cc1ccccc1)Nc1ncnc2c1C(c1ccccc1)c1c(ccc3ccccc13)O2 (stereo unspecified),-5,1.3,/,/,9,-9,/,5,5
COc1ccc(/C=C/CN2CCN(Cc3ccc(C)cc3)C(CCO)C2)cc1 (stereo unspecified),4,-0.5,109,1,-2,3,-14,2,-8
CC(C)C(NC(=O)c1ccc2c(c1)OCO2)C(=O)N/N=C\c1ccco1 (stereo unspecified),13,-1.6,88,4,-4,-7,65*,0,7
O=C(N/C=C/c1ccccc1)Nc1ccc(Cl)cc1,21,-3.5,104,-5,-2,-2,46,6,-3
COc1ccc(NS(=O)(=O)c2ccc(C)c(C(=O)NCC(c3ccco3)N(C)C)c2)cc1 (stereo unspecified),6,-0.3,/,/,2,-3,/,2,3
O=C(Nc1ccccc1N1CCCCC1)c1ccc(-c2ccc(Cl)cc2)o1,-10,0.5,141*,-5,0,-10,0,-3,10
COc1cc(C2NC(=O)NC(C)=C2C(C)=O)cc(OC)c1OC (stereo unspecified),20,-5.6,83,-16,1,-1,-3,-3,-4
OC(CNc1ncnc2sccc12)c1ccccc1 (stereo unspecified),-3,2.4,100,-25,-3,5,11,-2,-4
CCOC(=O)c1c(NC(=O)CC)sc(C(=O)NC2CCCC2)c1C,0,-1.1,102,4,7,-6,11,5,-2
CC(=O)c1cccc(CN2CCCC(CCC(=O)NCc3ccc(C)o3)C2)c1 (stereo unspecified),2,-2.3,100,-7,2,0,22,-3,-9
CCNC(=O)COC(=O)c1ccc(-n2nc(C)cc2C)cc1,3,4.0,105,-5,-10,-3,36,6,-1
O=C(O)c1cccc(Br)c1,-13,-1.1,/,/,/,-1,/,8,3
CCN(CC(=O)Nc1ccc(C)c(S(=O)(=O)N2CCOCC2)c1)Cc1ccccc1,-8,-0.8,/,/,1,1,/,8,7
CN1CCN(CCCNC(=O)CCN2C(=O)COc3ccccc32)CC1,-7,1.6,101,2,0,-9,41,4,1
O=C(Nc1c(Cl)cc(Cl)cc1C(=O)NCC1CCCO1)c1ccco1 (stereo unspecified),9,-1.3,100,1,0,3,23,1,1
CN1CCc2c(sc(NC(=O)Cc3ccccc3)c2C#N)C1,-8,12,104,-8,0,/,15,10,9
CCN(CC)CCNC(=O)c1ccc(Sc2ccc(C)cc2)c(NC(C)=O)c1,5,1.3,102,12,-2,-2,2,2,-2
CC(C)(C)OC(=O)NCc1ccc(NC(=O)c2nc[nH]c2C(=O)NCCCCCCNC(=O)c2[nH]cnc2C(=O)Nc2ccc(CNC(=O)OC(C)(C)C)cc2)cc1,7,1.6,/,/,-2,-8,/,5,4
Cc1cc(C)cc(C(=O)NCC(=O)OCC(=O)NC2CC2)c1,-11,-0.2,/,/,5,-4,/,4,3
Cn1c(N)c(S(=O)(=O)N2CCN(c3cccc(Cl)c3)CC2)c(=O)n(C)c1=O,9,1.6,96,-7,-4,0,19,-3,-4
CC(=O)c1sc2c(c1OC(=O)c1ccc(Cl)cc1Cl)c(=O)n(-c1ccccc1)c(=S)n2-c1ccccc1,4,0.3,95,-6,-1,-12,-10,5,5
Cc1nnc(NC(=O)Nc2ccc(Cl)c(Cl)c2)s1,-11,13,102,3,-2,-2,7,-5,5
CC(C)c1ccc(Nc2nc(NCc3ccco3)nc(N3CCOCC3)n2)cc1,29,1.3,97,-5,-2,0,23,2,5
Cn1c(=O)c2c(nc(NCCNC(=O)c3ccco3)n2Cc2ccccc2Cl)n(C)c1=O,8,-1.3,103,-7,-1,-2,8,8,5
CCCN(Cc1nnc(-c2ccccc2Cl)o1)C(=O)c1ccc(C)c(S(=O)(=O)N2CCOCC2)c1,4,-1.1,/,/,4,-3,/,-4,-10
O=C(Nc1ccccc1Cl)NC1(C(=O)N2CCCCC2)CCCCC1,1,0.7,103,-3,2,11,-4,2,11
CC1(C)CC(=O)C(C(=O)CCCCC(=O)C2C(=O)CC(C)(C)CC2=O)C(=O)C1,5,0.3,95,1,-5,0,24,6,3
Cc1nnc(SCCn2c(N3CCN(C)CC3)nc3c2c(=O)n(C)c(=O)n3C)s1,-4,3.4,99,-6,8,-3,-21,-1,-5
COC(=O)c1ccccc1NC(=O)c1ccccc1NS(C)(=O)=O,15,0.2,107,-6,-1,2,-15,5,7
S=c1nc(-c2sccc2OCc2ccc(Cl)cc2Cl)[nH][nH]1,11,0.5,114,-13,3,-5,-74,-7,4
Cc1ccc(Nc2c(O)nc[nH]c2=O)cc1,73*,-1.1,/,/,/,-2,/,3,8
CN1CCN(c2ccncc2S(=O)(=O)N2CCCCC2)CC1,1,7.5,105,3,1,-1,13,-1,-3
Cc1ccc(S(=O)(=O)N2CCN(C(=O)C3CCN(c4ncnc5sc(C)c(C)c45)CC3)CC2)c(C)c1,5,1.1,/,/,/,-2,/,4,26*
O=C(Nc1ccc(F)cc1)C1CCCO1 (stereo unspecified),4,-1.0,107,8,2,3,32,4,4
O=C(CNC(=O)N1CC(=O)Nc2ccccc21)Nc1ccc(F)c(Cl)c1,-2,-0.6,102,-1,2,1,20,5,3
CC(C)c1ccc(/C=N/NC(=O)CC(=O)NC2CCCCC2)cc1,-8,1.1,99,-12,2,2,28,3,14
COc1cccc(Cn2c(-c3cccs3)noc2=O)c1,5,-9.1,103,-21,2,-6,20,7,-5
O=C(Cc1ccc2c(c1)OCO2)NN=Cc1ccc([N+](=O)[O-])o1,7,-3.3,/,/,-1,-5,/,5,9
C=CCOc1ccc(Br)cc1CNC(C)(C)CO,9,-2.0,105,7,5,0,21,0,-11
COc1ccc(-c2cccc(NC(=O)COc3ccc(Cl)cc3)c2)nn1,11,-0.1,103,4,6,/,3,6,-3
COC(CNC(=O)c1ccc2c(c1)ncn2C1CCCCCC1)OC,16,0.0,100,1,5,-10,7,3,3
O=C(CCCOc1ccccc1)OCn1nnc2ccccc2c1=O,5,-1.4,114,1,1,-3,32,2,1
Fc1ccc(-c2nnc(Cc3nnc(-c4ccc(F)cc4)o3)o2)cc1,-17,-2.4,97,-9,-2,5,-16,5,3
O=C(Cc1ccc(Cl)cc1)NCC(=O)N1CCCCC1,-2,1.2,102,-12,-6,-3,34,5,1
CCCCNc1nnc(SCC(=O)c2c(N)n(CCC)c(=O)[nH]c2=O)s1,-12,0.2,/,/,1,-7,/,2,-2

# An unsorted share of the library, and some 4.2% of all compounds hit somewhere here.
